# Bioassay records: PubChem, National Center for Advancing Translational Sciences (NCATS)
# PTHR1 ag: qHTS for PTHR1 Agonists: Primary Screen | Parathyroid hormone/parathyroid hormone-related peptide receptor (Homo sapiens), Q03431 | HEK293 GP2 PTHR1 cells, GloSensor cAMP luminescence, 1 h | Potency, µM (highest dose often 115 µM), inactives show top-dose activation, usual class: activators | 0.075% of 410,000 active; note: nearly all actives have a fitted effect of over 55% in size; some results filed as inactive show a strong effect at the top dose; inactives centre near -15; many of its hits are not listed in these tables
#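 HEK-293-derived GP2 cells expressing PTHR1 and a GloSensor cAMP reporter, 3,000/well, plated overnight, given luciferin plus IBMX (each 0.5 mM as added) for 1 h at 37 °C, then compound for 1 h at 37 °C. Luminescence was read after 15 min at room temperature.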
# FUS yeast rescue: qHTS for Suppressors of FUS Proteinopathy: Primary screen using FUS-linked yeast assay; S. cerevisiae FUS-expressing, growth rescue, OD600, 24 h; Potency, µM (series often up to 76.6 µM), inactives show at the highest dose growth rescue (activation), actives largely listed as activators; 0.24% of 390,000 active;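 note: plate controls were DMSO vehicle for no effect and reference control for full effect; nearly all actives have a fitted effect of over 55% in size; some results filed as inactive show a strong effect at the top dose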
#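 Cultures pregrown in 2.5% raffinose medium are shifted to minimal medium containing 2% galactose to express toxic FUS. Compounds are tested at several concentrations. After 24hr at 30C, growth is quantified at 600 nm absorbance.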
# aSyn rescue: qHTS of alpha-syn Inhibitors | Yeast expressing alpha-synuclein, growth rescue, BacTiter-Glo, 24 h | Potency, µM (top dose mostly 46.1 µM), for inactives: at the highest dose growth rescue (activation), most hits filed as activators | 0.14% of 370,000 active | AID 652106, 2013; note: % of control where 0% means no effect; nearly all actives have a fitted effect of over 65% in size
#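 Readout is rescue of growth in alpha-synuclein-expressing yeast, so inhibitors of toxicity appear as activators. Growth after 24 hr at 30 deg C in galactose medium is quantified by luminescence.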
# EPAC2 ag: qHTS for Agonist of cAMP-regulated guanine nucleotide exchange factor 4 (EPAC2): primary screen; Rap guanine nucleotide exchange factor 4 (Homo sapiens), Q8WZA2; EPAC2 activation, biochemical qHTS; response scale: 100% = 6.5 mM cAMP response; Potency, µM (highest dose often 154 µM), for the others: at the highest dose activation, hits mostly activators; AID 720711, 2013; 0.079% of 360,000 active; note: nearly all actives have a fitted effect of over 50% in size
#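 Guanine nucleotide exchange by EPAC2 is measured as reduced fluorescence of BODIPY-GDP once it is released from 250 nM Rap1B. Plates are read kinetically for 30 min at room temperature; results are scaled to 6.5 mM cAMP.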
# TDP43 rescue: qHTS of TDP-43 Inhibitors; 1.8% of 410,000 active; TDP-43 expressing yeast growth rescue, BacTiter-Glo, 24 h; Potency, µM (top dose mostly 46.1 µM), inactives show top-dose growth rescue (activation), most hits filed as activators; note: % of control where 0% means no effect; nearly all actives have a fitted effect of over 50% in size
#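 Galactose-induced TDP-43 yeast, OD600=0.02, compound pinned; 24 hr, 30 deg C; BacTiter-Glo luminescence for growth. Inhibitors of TDP-43 toxicity read as activators.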
# EPAC1 antagonist: qHTS for Antagonist of cAMP-regulated guanine nucleotide exchange factor 3 (EPAC1): primary screen; Rap guanine nucleotide exchange factor 3 (Homo sapiens), O95398; EPAC1 GEF assay, Rap1b-BODIPY-GDP exchange fluorescence; Potency, µM (top dose mostly 115 µM), inactives show at the highest dose activity change, negative = inhibition, actives largely listed as inhibitors; 0.14% of 360,000 active;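 note: plate controls were vehicle for no effect and positive control for full effect; nearly all actives have a fitted effect of over 50% in size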
# Target sequence (O95398 whole entry, looked up): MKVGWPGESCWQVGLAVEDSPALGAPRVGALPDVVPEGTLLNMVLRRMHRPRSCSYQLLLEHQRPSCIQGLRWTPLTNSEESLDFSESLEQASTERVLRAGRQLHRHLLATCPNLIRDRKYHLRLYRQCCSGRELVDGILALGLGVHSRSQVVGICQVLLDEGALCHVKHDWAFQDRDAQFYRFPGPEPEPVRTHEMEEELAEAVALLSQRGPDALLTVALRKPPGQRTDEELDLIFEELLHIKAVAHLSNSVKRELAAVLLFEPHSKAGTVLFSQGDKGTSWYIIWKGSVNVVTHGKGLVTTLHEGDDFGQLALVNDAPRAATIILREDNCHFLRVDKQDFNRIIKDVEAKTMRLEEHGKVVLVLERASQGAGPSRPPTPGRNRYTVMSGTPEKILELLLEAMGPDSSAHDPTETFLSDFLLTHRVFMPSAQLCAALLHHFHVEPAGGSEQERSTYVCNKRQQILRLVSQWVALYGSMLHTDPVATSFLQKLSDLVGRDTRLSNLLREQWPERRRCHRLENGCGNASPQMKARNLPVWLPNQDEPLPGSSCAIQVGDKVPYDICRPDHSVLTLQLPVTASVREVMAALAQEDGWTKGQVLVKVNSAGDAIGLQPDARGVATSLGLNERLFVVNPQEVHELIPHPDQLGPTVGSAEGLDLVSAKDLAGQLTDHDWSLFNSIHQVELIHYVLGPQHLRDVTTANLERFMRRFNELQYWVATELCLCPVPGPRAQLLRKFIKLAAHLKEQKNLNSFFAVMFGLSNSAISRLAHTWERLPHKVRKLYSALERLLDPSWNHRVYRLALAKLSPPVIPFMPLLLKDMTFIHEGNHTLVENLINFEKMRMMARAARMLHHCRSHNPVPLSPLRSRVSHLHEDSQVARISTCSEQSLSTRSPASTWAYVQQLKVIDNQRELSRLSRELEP
# EPAC1 ag: qHTS for Agonist of cAMP-regulated guanine nucleotide exchange factor 3 (EPAC1): primary screen. Rap guanine nucleotide exchange factor 3 (Homo sapiens), O95398. EPAC1 agonist qHTS, biochemical assay; response scale: 100% = response to 6.5 mM cAMP. Potency, µM (series often up to 154 µM), inactives show at the highest dose activation, actives largely listed as activators. 0.073% of 360,000 active. AID 720707, 2013; note: nearly all actives have a fitted effect of over 60% in size
#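 Fluorescent GDP-exchange assay: 100 nM EPAC1 with 250 nM Rap1B preloaded with BODIPY-GDP and 50 uM GDP; compounds tested as concentration series, 5 min at room temperature, then read every 5 min for 30 min (ex 480/em 540 nm); normalized to 6.5 mM cAMP.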
# EPAC2 antag: qHTS for Antagonist of cAMP-regulated guanine nucleotide exchange factor 2 (EPAC2): primary screen; EPAC2 GEF exchange of Rap1B-BODIPY-GDP, fluorescence; Potency, µM (top dose mostly 114 µM), for inactives: top-dose activity, negative = inhibition, hits mostly inhibitors; 0.18% of 360,000 active; AID 720708, 2013; note: % is set by controls: 0 for no effect and ±100 for the full control effect; nearly all actives have a fitted effect of over 45% in size; many of its hits are not listed in these tables
# Starred values were filed as active, the others as inactive; i = inactive; ? = inconclusive; . = no result given; [ ] = remark or other dose. Calls come from the whole dose curve; as a rule, active = well fitted curve in the direction sought with a large enough effect; inconclusive = small, poorly fitted or top-dose-only effect, or another doubt; inactive = no such curve, though single readings can be large; an effect the other way counts as inactive or inconclusive. Potency is the fitted concentration of half-maximal effect.
# The first ten entries, ahead of the listing:
SMILES,PTHR1 ag,FUS yeast rescue,aSyn rescue,EPAC2 ag,TDP43 rescue,EPAC1 antagonist,EPAC1 ag,EPAC2 antag
O=C(NC(=S)Nc1ccccc1N1CCCCC1)c1cccs1,i,18%,-12%,1%,?,-6%,8%,2%
CN(CC(=O)Nn1cnnc1)S(=O)(=O)c1ccc(Br)cc1,-3%[57.5 µM],17%,0%,-6%,-28%,7%,4%,11%
O=C(COc1ccccc1)N1CCN=C1SCc1ccccc1F,i,13%,-4%,18%,-32%[inhibitor],-7%,10%,-9%
CN(Cc1ccc(Cl)cc1Cl)C(=O)c1cccc(S(=O)(=O)N2CCN(c3ccccc3)CC2)c1,-32%[inhibitor],28%,13%,4%,23%,-4%,-44%[inhibitor],-5%
O=S(=O)(c1ccccc1)N1CCCC1c1cccs1 (configuration not stated),i,-15%,7%,7%,3%,7%,12%,-13%
Cc1ccc(-n2ccc(=O)c(C(=O)Nc3ccc(S(=O)(=O)Nc4nccs4)cc3)n2)cc1,-21%,-7%,4%,-9%,-1%,-19%,2%,3%
CCOC(=O)c1c(C)[nH]c(C)c1C(=O)COC(=O)CNC(=O)c1ccc(OCC)cc1,i,4%,0%,0%,-2%,1%,-2%,-1%
Cc1ccc(C(=O)N/C(=C/c2ccc(C(C)C)cc2)C(=O)NCCCN2CCOCC2)cc1,-23%,31%,3%,0%,16%,6%,-2%,-1%
CCSc1ccccc1C(=O)NCc1ccco1,-25%[57.5 µM],-1%,-4%,4%,?,-4%,0%,-6%
CCc1nnc(NC(=O)c2cc(-c3ccncc3)nc3ccccc23)s1,-6%,19%,-4%,3%,-15%,-4%,13%,3%

# Main list, previewed entries included:
SMILES,PTHR1 ag,FUS yeast rescue,aSyn rescue,EPAC2 ag,TDP43 rescue,EPAC1 antagonist,EPAC1 ag,EPAC2 antag
O=C(NC(=S)Nc1ccccc1N1CCCCC1)c1cccs1,i,18%,-12%,1%,?,-6%,8%,2%
CN(CC(=O)Nn1cnnc1)S(=O)(=O)c1ccc(Br)cc1,-3%[57.5 µM],17%,0%,-6%,-28%,7%,4%,11%
O=C(COc1ccccc1)N1CCN=C1SCc1ccccc1F,i,13%,-4%,18%,-32%[inhibitor],-7%,10%,-9%
CN(Cc1ccc(Cl)cc1Cl)C(=O)c1cccc(S(=O)(=O)N2CCN(c3ccccc3)CC2)c1,-32%[inhibitor],28%,13%,4%,23%,-4%,-44%[inhibitor],-5%
O=S(=O)(c1ccccc1)N1CCCC1c1cccs1 (configuration not stated),i,-15%,7%,7%,3%,7%,12%,-13%
Cc1ccc(-n2ccc(=O)c(C(=O)Nc3ccc(S(=O)(=O)Nc4nccs4)cc3)n2)cc1,-21%,-7%,4%,-9%,-1%,-19%,2%,3%
CCOC(=O)c1c(C)[nH]c(C)c1C(=O)COC(=O)CNC(=O)c1ccc(OCC)cc1,i,4%,0%,0%,-2%,1%,-2%,-1%
Cc1ccc(C(=O)N/C(=C/c2ccc(C(C)C)cc2)C(=O)NCCCN2CCOCC2)cc1,-23%,31%,3%,0%,16%,6%,-2%,-1%
CCSc1ccccc1C(=O)NCc1ccco1,-25%[57.5 µM],-1%,-4%,4%,?,-4%,0%,-6%
CCc1nnc(NC(=O)c2cc(-c3ccncc3)nc3ccccc23)s1,-6%,19%,-4%,3%,-15%,-4%,13%,3%
O=C(Nc1ccc(Cl)cc1)c1cc(S(=O)(=O)N2CCCCC2)ccc1N1CCOCC1,i,?,2%,3%,14%,0%,1%,-9%
O=C(c1cccc(Cl)c1)N1CCN(CCCc2ccccc2)CC1,-6%,-6%,0%,0%,4%,-7%,5%,0%
CCCCCCC(C)NC(=S)Nc1cc(S(=O)(=O)N(C)C)ccc1C (configuration not stated),-45%[inhibitor],21%,0%,-9%,8%,-13%,-27%,-7%
C=CCN1CCN(C(=O)c2ccc(-c3ccccc3)cc2)CC1,-20%,1%,0%,13%,-1%,11%,4%,7%
CC(=O)C1=C(O)C(=O)N(c2ccc(Br)cn2)C1c1ccccc1F (configuration not stated),i,18%,6%,-3%,-3%,-5%,2%,-16%
O=C(O)/C=C/C(=O)OC1CC2CCC1C2 (configuration not stated),i,7%,-6%,3%,-7%,-6%,3%,5%
O=C(Oc1ccc(/C=N/Nc2nc(N3CCCCC3)nc(N3CCCCC3)n2)cc1)c1ccco1,-22%,-31%,-4%,0%,10%,-13%,9%,-1%
COc1cc(-c2nnc(SCc3c(F)cccc3Cl)o2)cc(OC)c1OC,-11%[57.5 µM],43%,1%,0%[15.6 µM],?,1%,4%,0%
COC(=O)/C=C1/SC(=Nc2ccc(C)cc2C)NC1=O,-6%,-5%,7%,-11%,19%,-24%,3%,-6%
CC(C)(C)c1ccc(CC(=O)N2CCC2(C)C(=O)NS(=O)(=O)c2cccc(C#N)c2)cc1 (configuration not stated),-7%,1%,3%,1%,24%,-7%,1%,9%
O=C(Nc1ccc(F)cc1)C1CCCN1S(=O)(=O)c1ccc(Br)cc1 (configuration not stated),-26%,3%,-15%,9%,?,0%,7%,3%
Cc1ccccc1-c1nc(NCC2CC2)nc2ccsc12,0%,1%,-24%,18%,?,-19%,5%,-7%
Cc1[nH]c(SCC(=O)c2c(N)n(C)c(=O)n(C)c2=O)nc1Cc1ccccc1,i,.,-1%,-2%,6%,16%,4%,6%
CC(=O)c1ccccc1NC(=O)COC(=O)/C=C/c1ccc(C)o1,i,17%,8%,5%,?,10%,-8%,9%
COc1cccc(C(=O)O/N=C(\N)c2ccncc2)c1,-22%,18%,-4%,1%,5%,5%,6%,10%
Cc1ccccc1NC(=S)N1CCN(c2ccccc2Cl)CC1,i,39%,3%,12%,29%,7%,7%,6%
O=C(COc1coc(CN2CCc3ccccc32)cc1=O)N1CCCCC1,-11%,21%,2%,4%,-20%,-4%,-4%,-10%
O=C(c1ccc(Cl)cc1)c1ccc(Oc2cc(NN3CCCCC3)c([N+](=O)[O-])cc2[N+](=O)[O-])cc1,-33%[inhibitor],1%,11%,2%,22%,-7%,-13%,1%
COc1ccc(CN2C(=O)CN(S(C)(=O)=O)CC2(C)C(=O)NC(C)C)cc1 (configuration not stated),-17%,-11%,0%,3%,13%,11%,12%,5%
O=C(NCc1cccnc1)Nc1ccc(F)cc1F,-25%,-21%,4%,1%,2%,4%,5%,-1%
Cc1nn(Cc2ccccc2)c(Cl)c1/C=N/NC(=O)c1cccnc1,-1%,-28%,?,6%,30%,-28%,-2%,6%
COc1ccc2c(c1)c(=O)oc1cc(OCC(=O)NC3CCCCC3)ccc12,i,4%,0%,-14%,16µM*,-18%,15%,-6%
CC(=O)NCC1CCCN(Cc2cn(-c3ccccc3)nc2-c2ccc3c(c2)OCO3)C1 (configuration not stated),-40%[inhibitor],8%,5%,-2%,-12%,-5%,-4%,-11%
CCOC(=O)N1C(=O)C2(CCCCC2)N(c2ccccc2Cl)C1=S,-7%,10%,-32%[inhibitor],27%,-43%[inhibitor],-1%,23%,-1%
Cc1c(Cl)ccc2c(C(=O)NCCCn3nccc3C)cc(-c3ccccn3)nc12,i,31%,0%,-12%,0%,-6%,-10%,-3%
CCN1CCN(c2ccc(NC(=O)CCc3c(C)nc4c(-c5ccc(F)cc5)c(C)nn4c3C)cc2)CC1,-21%,-14%,-5%,3%,10%,-23%,7%,-4%
N#Cc1c(-c2ccccc2)nc(-c2ccccc2)nc1N1CCOCC1,i,-2%,-2%,2%,-5%,-8%,11%,-7%
CCc1cc2ccccc2nc1SCC(=O)NC1CCCC1,-9%,4%,7%,4%,-11%,-2%,3%,-14%
O=C(NCCC1=CCCCC1)C1CCN(Cc2cnn(-c3ccccc3)c2-n2cccc2)CC1,-11%[57.5 µM],22%,-3%,-4%,3%,-5%,-7%,-6%
CC(C(=O)O)N1C(=O)c2ccccc2C1=O (configuration not stated),-4%[57.5 µM],-9%,-7%,-5%,7%,-1%,-1%,1%
COc1cccc(-n2c(=O)n(Cc3ccccc3)c(=O)c3[nH]cnc32)c1,i,13%,0%,2%,-10%,-22%,-1%,-19%
CCC(=O)N1CCN(c2ccc(OC)cc2[N+](=O)[O-])CC1,i,11%,-4%,-1%,-14%,1%,4%,7%
CC(=O)Nc1ccc(NC(=O)c2ccc(C3SCC(=O)N3CCc3ccccc3)cc2)cc1 (configuration not stated),-32%[inhibitor],.,-1%,2%,10%,5%,1%,9%
CCCCSC1(SCCCC)N=C(N)C2(C#N)C(c3ccccc3)NC(C)=CC12C#N (configuration not stated),-34%[inhibitor],-15%,1%,-22%,-13%,11%,-4%,0%
Cc1ccc(CN(C)C(=O)C2CCCN2C(=O)c2cccs2)o1 (configuration not stated),i,3%,-1%,11%,-3%,0%,13%,-1%
CCN(CC)C(=O)Cn1cc(S(=O)(=O)CC(=O)Nc2cc(C)on2)c2ccccc21,i,11%,0%,2%,4%,-18%,-33%[inhibitor],24%
O=C(Nc1cc(Cl)ccc1F)c1ccc(-n2cncn2)c([N+](=O)[O-])c1,-5%,6%,5%,9%,0%,-16%,17%,-11%
Cc1cccc(OCC(=O)NCC2CCCO2)c1C (configuration not stated),-21%,10%,5%,6%,19%,13%,-2%,0%
O=C(Cc1ccccc1)NC(c1ccco1)c1c(O)ccc2ccccc12 (configuration not stated),-34%[inhibitor],15%,7%,7%,9%,-12%,18%,?
Cc1c(NS(=O)(=O)c2ccc(Cl)c(C(=O)OC(C)C(=O)N3CCOCC3)c2)c(=O)n(-c2ccccc2)n1C (configuration not stated),i,3%,1%,-7%,-3%,-9%,-3%,-3%
CCC(C(=O)O/N=C(\N)c1ccc(Cl)cc1)c1ccccc1 (configuration not stated),-21%[57.5 µM],-5%,-35%[inhibitor],11%,?,-1%,10%,-8%

# Only part of the results is shown; the hit share may differ from the screen's.
